ABCB1 block: ABCB1 efflux pump inhibitors, primary screen, cell-based, multiplex, flow cytometry, ABCG2 counter-screen; CCRF-Adr cells, JC-1 efflux; inhibition, % at 6.6 µM; hit rate 0.067% among 190,000; AID 1326, 2008; in the data active means inhibition above about 40%;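 further: 0% = vehicle and 100% = reference inhibitor; higher value means more JC-1 retained so stronger ABCB1 efflux block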
RGS4-Gao reg: modulators of RGS4 binding to Galphao, primary screen, biochemical, multiplexed bead flow cytometry | actives lie on both sides | Guanine nucleotide-binding protein G(o) subunit alpha (Homo sapiens), P09471 | hit rate 0.33% among 220,000 | binding response (% of control), % at 10 µM | AID 1415, 2008; in the data active means binding response below about 49% or above about 150%; inactive means in between;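 further: fluorescent Galphao activated with aluminum fluoride binding bead-coupled RGS4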
Target sequence (P09471 whole entry, looked up): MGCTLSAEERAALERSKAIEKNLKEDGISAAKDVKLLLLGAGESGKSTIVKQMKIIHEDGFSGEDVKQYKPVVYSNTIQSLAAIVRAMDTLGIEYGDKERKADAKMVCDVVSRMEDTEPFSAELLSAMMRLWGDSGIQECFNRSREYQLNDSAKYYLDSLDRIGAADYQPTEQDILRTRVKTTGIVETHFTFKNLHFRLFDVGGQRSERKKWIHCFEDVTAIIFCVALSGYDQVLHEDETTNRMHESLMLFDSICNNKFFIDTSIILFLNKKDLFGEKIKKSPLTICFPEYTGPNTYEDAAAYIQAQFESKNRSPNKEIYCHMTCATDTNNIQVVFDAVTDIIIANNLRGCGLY
RGS8-Gao: RGS8-Galphao binding modulators, primary screen, biochemical, multiplexed bead flow cytometry; response (percent of control binding), % at 10 µM; AID 1423, 2008; actives lie on both sides; hit rate 0.34% among 220,000; Guanine nucleotide-binding protein G(o) subunit alpha (Homo sapiens), P09471; in the data active means response below about 60% or above about 140%; inactive means in between;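 further: Galphao activated as the GDP aluminium fluoride complex binding bead-coupled RGS8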
Mcl1 Bid PPI: Mcl-1/Bid binding inhibitors, primary screen, biochemical, TR-FRET, 1536-well. Induced myeloid leukemia cell differentiation protein Mcl-1 (Homo sapiens), Q07820. AID 1021, 2008. TR-FRET Mcl-1/Bid-Dy647 peptide binding. inhibition, % at 21.7 µM. hit rate 0.97% among 220,000;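 active means compounds that cut the binding signal by more than half at the single screening dose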;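 further: His-tagged Mcl-1 with europium anti-His antibody binding Bid BH3 peptide; 0% = Mcl-1 plus peptide wells and 100% = peptide-only wells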
Target sequence (Q07820 whole entry, looked up): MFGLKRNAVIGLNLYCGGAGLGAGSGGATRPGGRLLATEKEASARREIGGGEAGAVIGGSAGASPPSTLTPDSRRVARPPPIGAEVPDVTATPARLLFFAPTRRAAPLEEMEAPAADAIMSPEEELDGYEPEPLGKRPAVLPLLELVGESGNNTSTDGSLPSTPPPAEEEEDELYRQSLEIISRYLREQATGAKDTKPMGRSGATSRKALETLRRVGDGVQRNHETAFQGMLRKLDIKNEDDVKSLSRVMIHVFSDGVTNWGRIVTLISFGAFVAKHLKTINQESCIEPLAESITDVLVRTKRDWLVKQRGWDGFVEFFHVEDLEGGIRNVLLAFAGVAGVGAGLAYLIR
RGS7-Gao reg: RGS7-Galphao binding modulators, primary screen, biochemical, multiplexed bead flow cytometry; binding response (% of control), % at 10 µM; actives lie on both sides; hit rate 0.35% among 220,000; Guanine nucleotide-binding protein G(o) subunit alpha (Homo sapiens), P09471; AID 1439, 2008; in the data active means binding response below about 49% or above about 150%; inconclusive means no clear call, values can overlap the other calls; inactive means in between;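 further: fluorescent Galphao held in activated GDP-AlF4 state binding bead-coupled RGS7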
Pf gamet viab: late stage P. falciparum gametocyte viability inhibitors, primary screen, ATP luminescence, HTS. P. falciparum stage V gametocytes, 24 h. inhibition, % at 10.9 µM. hit rate 0.065% among 150,000. AID 743093, 2013;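 active means inhibition above the mean plus 3 SD of compounds within the control limits, set per campaign, cut at about 38% in these data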;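 further: 0% = DMSO wells and 100% = medium only without gametocytes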
ABCG2 inh: ABCG2 efflux pump inhibitors, primary screen, multiplex with ABCB1, IgMXP3 cells, flow cytometry; Broad substrate specificity ATP-binding cassette transporter ABCG2 (Homo sapiens), Q9UNQ0; inhibition, % at 6.6 µM; hit rate 0.1% among 190,000; JC-1 efflux;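 active means inhibition above 80%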;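 further: 0% = DMSO and 100% = nicardipine control wells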
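Measure – % inhibition of efflux relative to nicardipine and DMSO · Test system – ABCG2 IgMXP3 and barcoded ABCB1 CCRF-Adr cell mix · Control set – nicardipine as high control, DMSO as low control · Compound – one concentration, 6.6 µM final · Signal – flow cytometry of retained JC-1 fluorescence · Timing – 10 min exposure at 25 °C with rotation, no wash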
Mcl-1 Bim block: inhibitors of Bim peptide binding to Mcl-1, primary screen, biochemical, bead-based flow cytometry, multiplex; Induced myeloid leukemia cell differentiation protein Mcl-1 (Homo sapiens), Q07820; hit rate 0.1% among 190,000; Bim peptide-Mcl-1 binding; inhibition, % at 10 µM; in the data active means inhibition above about 40%;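 further: 0% = no compound tracer wells and 100% = peptide blocker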
Avidin bead fluor: green autofluorescence of compounds with avidin beads – biophysical, 488/530 nm, flow cytometry, artefact control, profiling panel | hit rate 0.38% among 220,000 | compound fluorescence 488/530 nm; stronger effect = higher value | fluorescence (KMESF) at 10 µM; in the data active means fluorescence above about 47; further: inactives centre near 10
GSH bead fluor: compound fluorescence on glutathione beads, profiling panel, artefact control, biophysical, 488/530 nm, flow cytometry; fluorescence (KMESF) at 10 µM; hit rate 0.25% among 190,000; GSH beads flow cytometry, compound fluorescence 488/530 nm; stronger effect = higher value; in the data active means fluorescence above about 89;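 further: glutathione beads carrying GST-tagged Bcl family fusion proteins plus one bare bead set; values are compound well signal with DMSO vehicle wells as background; inactives centre near 16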
Mcl1 Noxa PPI: Mcl-1/Noxa binding inhibitors, primary screen, biochemical, TR-FRET, 1536-well; AID 1022, 2008; hit rate 1.5% among 220,000; TR-FRET Mcl-1/Noxa peptide binding, 2 h; inhibition, % at 21.7 µM; Induced myeloid leukemia cell differentiation protein Mcl-1 (Homo sapiens), Q07820;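 active means compounds that cut the protein-peptide binding signal by more than 50% relative to plate controls in a single-dose test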;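 further: His-tagged Mcl-1 with rhodamine Noxa BH3 peptide and terbium anti-His antibody; 0% = Mcl-1 plus Noxa peptide wells and 100% = peptide-only wells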
Active calls of the source: *; ? = inconclusive; . = no result given.

SMILES	ABCB1 block	RGS4-Gao reg	RGS8-Gao	Mcl1 Bid PPI	RGS7-Gao reg	Pf gamet viab	ABCG2 inh	Mcl-1 Bim block	Avidin bead fluor	GSH bead fluor	Mcl1 Noxa PPI
CCCCOc1ccc(CCC(=O)N/N=C/c2ccco2)cc1	.	94.5	102.3	-10.8	?	0.7	.	.	6	.	-1.7
COc1cccc(S(=O)(=O)Nc2ccc3sc(C)nc3c2)c1	0.4	99.0	89.5	2.2	98.9	-9.2	4.8	0.0	23	11	4.7
COc1ccc(OC)c(S(=O)(=O)NCc2csc(-c3ccccc3)n2)c1	0.3	100.3	100.8	5.9	98.4	.	2.5	-5.0	13	30	6.6
CCCC1COC(Cn2cncn2)(c2ccc(C)cc2)O1 (centres undefined)	0.2	100.8	100.7	-25.2	101.1	.	0.6	5.0	8	3	-8.7
COc1ccc(C2CC(c3ccccc3)Nc3nc(NS(C)(=O)=O)nn32)cc1 (centres undefined)	.	102.9	100.1	-31.7	?	2.3	.	.	9	.	-1.2
COc1ccc(NC(=O)c2sccc2SCc2cccc(C(F)(F)F)c2)cc1	0.1	102.2	100.5	-8.2	104.2	14.6	0.2	20.0	33	16	0.1
O=C(Nc1ccc2c(c1)OCCO2)C1CC1c1ccccc1 (centres undefined)	0.2	94.6	95.1	-20.6	93.1	11.1	10.6	-2.0	12	12	20.1
OC(c1ccccc1)(c1ccccc1)C1CCN(C(=S)NC2CCCC2)CC1	-0.1	101.4	99.2	-47.8	?	-8.8	0.2	2.0	7	13	-2.4
CC(C)NC(=O)CSc1nnc(-c2ccc(S(=O)(=O)N3CCCC3)cc2)n1CC1CCCO1 (centres undefined)	0.4	101.2	100.3	-42.0	104.5	1.1	1.6	-1.0	29	12	9.8
O=C(Nc1ccc2c(c1)OCO2)C1Cc2ccccc2CN1S(=O)(=O)c1cccs1 (centres undefined)	0.4	87.1	100.7	-55.4	93.5	.	1.2	0.0	21	10	37.0
COc1cc2nc(Cl)nc(N3CCN(C)CC3)c2cc1OC	0.2	95.1	94.2	-9.0	98.0	.	1.7	-2.0	11	13	21.6
COc1cc(C(=O)NCCOc2ccccc2)c(Br)c(OC)c1OC	0.4	92.5	99.1	-11.8	99.6	.	1.6	-1.0	27	18	7.2
CCn1c(CSCc2ccc(F)cc2)nnc1SCC(=O)NCc1ccccc1	1.4	95.3	102.2	-19.6	93.8	.	3.3	-2.0	6	35	-7.1
COc1ccc(-c2cnn3c4c(c(C)nc23)CCN4C2CCCC2)cc1OC	1.4	90.2	95.7	-70.7	89.8	-6.2	6.2	3.0	31	13	12.5
COc1ccc(/C=C2\SC(=O)N(CCNC(=O)C3CCN(S(=O)(=O)c4cccs4)CC3)C2=O)cc1	0.7	104.3	100.6	-23.7	104.0	.	6.5	-6.0	18	9	8.3
CCOC(=O)N1CCN(Cc2nc(-c3cccc(C)c3)no2)CC1	0.2	101.8	101.8	-33.4	102.2	.	1.3	5.0	7	6	7.0
COc1cc(/C=C2\SC(=S)N(C(Cc3ccccc3)C(=O)O)C2=O)ccc1O (centres undefined)	.	107.8	105.3	55.5*	?	-4.4	.	.	7	.	18.7
OC1(c2ccc(OC(F)F)cc2)CSC(=Nc2cccnc2)N1C1CC1 (centres undefined)	2.0	106.3	99.2	-33.2	106.3	.	5.0	0.0	12	25	1.8
O=C1CSC(c2cccnc2)N1Cc1ccc(Cl)cc1 (centres undefined)	.	102.2	100.7	-14.0	?	-16.7	.	.	6	.	-6.3
CN(C)C(C(=O)NC1CCCCC1)c1ccc(Cl)cc1 (centres undefined)	0.5	105.6	102.5	-21.5	104.0	.	1.5	1.0	8	11	4.0
CCOc1ccc(C(=O)NCc2cccnc2)cc1	0.2	98.1	100.2	-8.6	98.4	.	1.0	-1.0	32	22	-22.0
Cn1c(SCC(=O)NC2CCCC2)nnc1-c1ccncc1	0.1	104.1	102.5	-19.2	100.2	.	-0.3	0.0	10	15	6.7
O=C(Cc1ccccc1)Nc1ccccc1Sc1ccccc1	0.6	106.3	106.8	-3.6	104.2	10.3	1.4	-2.0	14	5	-6.3
CC1CN(Cc2ccccc2)c2nc3c(c(=O)n(C)c(=O)n3C)n2C1 (centres undefined)	2.8	96.2	97.2	-11.3	93.6	.	8.7	-3.0	13	36	19.3
Oc1ccc(C(=S)N2CCCCC2)cc1	-0.1	100.1	102.3	-67.5	102.4	.	0.6	-2.0	9	37	-0.2
SMILES	ABCB1 block	RGS4-Gao reg	RGS8-Gao	Mcl1 Bid PPI	RGS7-Gao reg	Pf gamet viab	ABCG2 inh	Mcl-1 Bim block	Avidin bead fluor	GSH bead fluor	Mcl1 Noxa PPI
Cc1ccccc1NC(=S)NC(C)C(c1ccccc1)N1CCN(C)CC1 (centres undefined)	0.0	103.0	100.2	-53.5	95.4	8.1	0.3	0.0	5	12	-3.1
COc1ccccc1Cn1c(=O)c2ccccc2n2c(Sc3ncnc4sccc34)nnc12	1.2	101.1	101.2	-19.8	102.5	-17.5	1.4	2.0	29	15	-51.9
CCCn1c(=O)c(C(=O)Nc2ccccc2C(=O)OC)c(O)c2ccccc21	0.4	105.1	102.0	13.9	97.5	.	1.6	0.0	10	8	14.4
Cc1cc(C(F)(F)F)c(C#N)c(SCC(=O)NC(C)(C)C)n1	1.7	97.1	98.2	-0.3	100.2	-2.0	7.7	7.0	3	49	22.1
O=C(Cn1ccc2ccccc2c1=O)NCCC(=O)N1CCN(C2CCCCC2)CC1	0.5	103.3	98.8	0.5	101.8	-5.4	3.6	-3.0	14	31	8.7
COCCCNC(=S)N1CCC(NC(=O)c2ccco2)CC1	0.5	100.6	100.0	-43.9	98.3	12.4	1.5	-1.0	12	14	-6.0
Cc1cc(C)n(-c2nc(-c3ccccc3)cs2)n1	0.4	92.1	97.9	-13.3	93.1	15.6	3.3	3.0	9	4	1.3
CCOc1ccc2ccccc2c1/C=N/n1cncn1	0.3	104.2	103.3	-18.7	100.4	8.4	1.9	-3.0	7	54	1.0
O=C(NCC1CCCO1)c1c(O)c2cccc3c2n(c1=O)CCC3 (centres undefined)	1.1	104.8	103.1	-11.2	100.8	.	19.5	-6.0	13	30	4.0
CCOC(=O)c1c(C)oc2cc(Br)c(OC(C)C(=O)OCC)cc12 (centres undefined)	0.6	99.8	103.6	9.5	98.1	-2.6	11.1	-2.0	9	31	21.3
O=C(NCc1ccccc1)C1CCN(S(=O)(=O)N2CCOCC2)CC1	1.1	97.5	98.5	-15.2	99.7	.	4.8	0.0	18	4	14.5
CC(C)=C1C(=O)NN(c2ccc(C)c(Cl)c2)C1=O	-1.2	95.8	95.3	-20.2	94.9	-0.6	-4.9	45.0*	5	2	-12.8
CCOC(=O)COc1cc(Br)c(C2NC(=O)NC(C)=C2C(C)=O)cc1OCC (centres undefined)	-1.0	100.8	102.4	-12.7	98.2	-22.1	1.8	-4.0	12	32	2.9
Cn1nc(C(C)(C)C)cc1C(=O)NNC(=O)c1cccc(Cl)c1	.	101.5	100.8	-2.2	?	-0.8	.	.	5	.	-2.9
Cc1cc(C(=O)N/N=C/c2ccc([N+](=O)[O-])cc2)c2ccccc2n1	.	103.5	102.4	4.2	?	1.1	.	.	6	.	16.0
CN(/C=C/C(=C\C=[N+](C)c1ccccc1)OCCCS(=O)(=O)[O-])c1ccccc1	0.5	97.8	96.6	-67.6	94.5	-4.5	0.9	4.0	8	21	4.6
O=C(NC1CCC(NC(=O)C(F)(F)C(F)F)CC1)C(F)(F)C(F)F (centres undefined)	0.5	99.2	98.6	-33.0	93.8	-11.9	1.3	-4.0	13	8	-7.4
CC1CCN(CC(=O)Nc2ccccc2-c2ccccc2)CC1	-0.1	95.2	102.6	-4.7	97.0	-12.2	2.8	-3.0	4	16	-3.1
[O-][n+]1onc2c1CCC1N(O)C(c3ccccc3)CC21O (centres undefined)	0.9	100.0	96.6	-13.7	100.7	.	6.2	-1.0	11	17	-16.6
C(=C\c1ccccc1)/C=N/Nc1nc(N2CCOCC2)nc(N2CCOCC2)n1	-1.6	100.2	102.5	-18.9	97.4	.	21.4	-2.0	14	32	-17.6
Brc1ccc(-c2nn3c(-c4ccccn4)nnc3s2)o1	-4.7	95.3	100.0	-46.8	96.0	-4.5	-5.2	3.0	9	8	45.5
O=C(c1cccn2c(=O)c3cc4ccccc4cc3nc12)N1CCN(c2ccccc2)CC1	0.8	99.1	99.1	3.5	98.7	.	1.7	-3.0	26	21	18.6
CCOC(=O)c1ccccc1NC(=O)C1COc2ccccc2O1 (centres undefined)	0.3	99.2	102.3	12.8	99.8	-29.8	5.2	-3.0	10	8	6.1
COC(=O)N/N=C/c1cn(Cc2ccc(Cl)cc2Cl)c2ccccc12	1.4	99.6	99.8	-9.7	98.8	18.3	6.1	-4.0	11	11	8.9
O=C(NCc1cccnc1)c1cc(Sc2ccccc2Cl)nc2ccccc12	3.2	97.8	97.9	-3.1	97.2	-7.9	25.4	-4.0	12	6	2.4
O=C(NCc1ccccn1)c1cc2cc(Br)ccc2oc1=O	-0.3	93.8	98.7	9.0	103.4	.	35.6	-5.0	10	13	18.4
Cc1cc(NC(=O)CN2C(=O)NC3(CCC(C)CC3)C2=O)no1 (centres undefined)	1.7	24.2*	22.8*	8.6	23.1*	.	15.9	-5.0	-1	10	22.2
O=C(Nc1cccc(Cl)c1)Nc1cccc(Cl)c1	0.8	100.3	101.4	-2.8	99.9	.	47.9	-3.0	5	16	11.4
O=C(CN1C(=O)c2ccccc2C1=O)Nc1ccc(Cl)cn1	2.2	96.6	99.6	-1.5	98.8	-16.7	5.7	-2.0	12	13	15.6

Three of the entries above in order of their number in ABCG2 inh, low to high:
SMILES	ABCG2 inh
COCCCNC(=S)N1CCC(NC(=O)c2ccco2)CC1	1.5
Cc1cc(NC(=O)CN2C(=O)NC3(CCC(C)CC3)C2=O)no1 (centres undefined)	15.9
O=C(Nc1cccc(Cl)c1)Nc1cccc(Cl)c1	47.9
